# Compound activity as filed in PubChem BioAssay.
# mcGAS inh = blocks mouse cGAS activity; Q8C6L5; recombinant cGAS, Kinase-Glo ATP depletion luminescence; inhibition, % at 12.5 µM; 160,000 compounds, 0.15% hits; AID 1259399;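 note: 0% = negative control wells and 100% = reference inhibitor with no enzyme activity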
# NPYLR7 ag = activates Aedes aegypti NPYLR7 receptor | HEK293T NPYLR7/Galpha15, GCaMP6s calcium fluorescence | 270,000 compounds, 0.15% hits | AID 1259423 | activation, % at 10 µM; in the data active = activation above about 40%;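 note: 0% = vehicle and 100% = reference agonist at the receptor; some compounds past the cut are filed as inactive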
# hcGAS lum = inhibitors of human cGAS; recombinant h-cGAS, ATP depletion, Kinase-Glo luminescence; Q8N884; 290,000 compounds, 0.081% hits; inhibition, % at 12.5 µM;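 note: 0% = vehicle reaction and 100% = reaction without DNA for no activity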
# Target sequence (Q8N884 whole entry, looked up): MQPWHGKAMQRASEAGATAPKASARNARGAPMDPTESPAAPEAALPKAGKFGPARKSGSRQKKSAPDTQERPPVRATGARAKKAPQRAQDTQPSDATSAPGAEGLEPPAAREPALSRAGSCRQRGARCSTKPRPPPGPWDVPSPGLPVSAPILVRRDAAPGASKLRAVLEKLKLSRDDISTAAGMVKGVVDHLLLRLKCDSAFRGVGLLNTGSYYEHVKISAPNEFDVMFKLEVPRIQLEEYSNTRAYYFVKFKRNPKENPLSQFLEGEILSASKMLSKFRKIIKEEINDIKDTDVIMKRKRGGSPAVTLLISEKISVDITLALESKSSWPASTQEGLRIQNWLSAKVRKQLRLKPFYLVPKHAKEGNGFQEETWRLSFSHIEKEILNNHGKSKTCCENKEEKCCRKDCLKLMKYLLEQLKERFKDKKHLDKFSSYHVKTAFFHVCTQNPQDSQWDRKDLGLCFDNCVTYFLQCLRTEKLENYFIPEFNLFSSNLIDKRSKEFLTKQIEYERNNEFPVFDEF
# * marks the source's active call; other numbers are inactive results; nt = not tested or not shown; & = joins results of further samples. Cut-off read from the data, not from the text of the source, unless noted: active = inhibition above about 40%; inactive = the rest.
# Every second line gives: mcGAS inh, NPYLR7 ag, hcGAS lum
CCC(C)N(Cc1cccn1Cc1cccc(OC)c1)C(=O)CN(CCCOC)C(=O)c1ccco1 (configuration not stated)
  -5, -8, -5
CCCN1C(=O)C(=Cc2c(NCCOC)nc3c(C)cccn3c2=O)SC1=S
  -5, -1, 0
CCOc1ccc2ccccc2c1C(=O)NNc1cc(=O)n(C)c(=O)n1C
  -7, 2, -7
[O-][n+]1ccc(-c2nnc3n2CCCCC3)cc1
  -5, -1, -3
COc1ccc(NC(=O)C2(C)CCN2C(=O)c2ccccc2CCc2ccccc2)cc1OC (configuration not stated)
  -5, 10, -8
CCOC(=O)c1cnc(-c2ccncc2)nc1NCc1cccs1
  0, -3, -3
COc1cccc(-c2cc(C(=O)NCc3ccc(F)cc3)c(C)n2-c2ccccc2)c1
  1, -10, 1
CC1(C(=O)Nc2ccc3[nH]ncc3c2)CCN1C(=O)C1(c2ccccc2)CC1 (configuration not stated)
  -3, 2, -5
CCS(=O)(=O)N1CCCc2ccc(NC(=O)c3ccc(OC(C)C)cc3)cc21
  nt, -5, -8
CCOC(CNC(=O)c1nn(-c2ccccc2)c(=O)cc1OC)OCC
  nt, 4, 3
O=C1CSC(c2ccccn2)N1c1ccc(F)c(Cl)c1 (configuration not stated)
  nt, -5, -9
Cc1nc(N2CCOCC2)sc1CNCc1ccc(OC(F)F)cc1
  nt, 6, -10
CN1CCCC(CN(CCc2ccccc2)C(=O)c2ccc3cc[nH]c3c2)C1 (configuration not stated)
  nt, 4, -8
CC(C)c1c(C(=O)NC2CC2)cnn1-c1ccccc1Cl
  -9, nt, -5
CCOc1cc(C=C2C(=O)NC(=S)NC2=O)ccc1OCCOc1ccc(C(C)(C)C)cc1
  -4, -5, -9
CCOC(=O)c1c(NC(=O)c2ccc(OC)cc2)c(-c2cccc(F)c2)cn1C
  -8, 12, -6
COc1ccc(NC(C)=O)cc1NC(=O)c1cc(Cl)ccn1
  nt, 11, -12
CCOC(=O)COc1ccc(N)cc1CC(NC(C)=O)(C(=O)OCC)C(=O)OCC
  -2, -12, 3
O=C(N=C1N=C2C=CC(Cl)=CN2Cc2ccccc21)c1ccc(S(=O)(=O)N2CCCCC2)cc1
  -10, -7, -5
C=c1[nH]/c(=C\c2ccc(OC(F)F)cc2)c(=O)o1
  -6, -1, -4
COc1cccc(COC2CCCN(C(=O)c3cc(OC)cc(OC)c3)C2)c1 (configuration not stated)
  -3, -2, -7
Cc1n[nH]c(C)c1S(=O)(=O)Nc1ccc(OCc2ccccc2)cc1
  nt, 2, -5
O=C(c1c(O)cccc1O)N1CCC(N2CCCC2=O)CC1
  -15, nt, -5
O=C(CCl)NCCN1C(=O)SC(=Cc2ccccc2)C1=O
  0, -5, -3
O=C(Oc1coc(CSc2ncccn2)cc1=O)c1cccc(Br)c1
  -6, -12, -6
CCCCOC(=O)C1=C(C)NC2=C(C(=O)CCC2)C1c1cccc(Cl)c1Cl (configuration not stated)
  2, -6, 3
C=CCn1c(SCC(=O)NCC(C)c2ccccc2)nnc1-c1cccnc1 (configuration not stated)
  nt, 3, -7
CC(C)c1cc(C2CCN(C(=O)C[C@@H](C)c3ccccc3)CC2)[nH]n1
  -16, -3, -2
Cc1ccc2oc(C(=O)NCCCOc3ccccc3F)cc(=O)c2c1
  nt, -1, -2
CC(NC(=O)COC(=O)c1ccccc1O)c1cccs1 (configuration not stated)
  nt, 8, 4
Cc1nc(CCNC(=O)CC[C@@H]2CCCN3CCCC[C@H]23)n[nH]1
  -7, nt, -15
CCCCc1c(O)c2c([nH]c1=O)CC(c1ccccc1)CC2=O (configuration not stated)
  nt, 7, -5
CC(C)(C)NS(=O)(=O)c1ccc(Sc2nc3ccccc3o2)c([N+](=O)[O-])c1
  -6, 11, -6
O=C(NCc1cccc(-n2cccn2)c1)c1cnc(-c2ccccn2)nc1
  -12, nt, -9
O=C(/C=C/c1cc(F)cc(F)c1)NCC1CCC2(CCN(Cc3cccnc3)CC2)O1 (configuration not stated)
  -25, 6, -7
CCc1nc2c(OCc3ccc(F)cc3)cccn2c1N(C)C(=O)c1ccc(OC)cc1
  -1, 2, 0
CC(Oc1ccccc1F)C(=O)N1CCN(c2ccc3nnc(-c4ccco4)n3n2)CC1 (configuration not stated)
  -6, 5, -4
Cc1ccc(Cc2nsc(N3CCCN(C(=O)C(Cl)Cl)CC3)n2)cc1
  -5, 29, -9
CC(C)c1c(NS(=O)(=O)c2ccc(C3CCCCC3)cc2)c(=O)n(-c2ccccc2)n1C
  nt, 0, -9
O=C(Cc1cn2ccsc2n1)N1CC(c2ccncc2)C1
  nt, 3, 1
COc1ccc2nc(NC(=O)CSc3nc4ccc([N+](=O)[O-])cc4[nH]3)sc2c1
  -3, -6, -1
O=C1CSC(c2cccc(F)c2)N1c1ccc(O)cc1 (configuration not stated)
  nt, -7, -8
C#CCn1c(C(C)O)nc2ccccc21 (configuration not stated)
  nt, 9, -12
CCNC(=O)NC(=O)C(c1ccccc1)N1CCN(c2ccccc2)CC1 (configuration not stated)
  nt, 8, -5
CCCn1c(=O)c2ccccc2n(CC(=O)NCCOC)c1=O
  -4, -6, -8
COc1ccc(-c2nn3c(N4CCCCC4)cc(C)nc3c2C)cc1OC
  -9, 5, -10
COC(=O)c1cc2n(n1)CCCN(C(=O)c1cnnn1-c1ccccc1)C2
  nt, -4, -2
CN(C)c1nc(N2CCCCC2)nc(N2CCCCC2)n1
  nt, 0, -7
CCCCNC(=O)N1CCN(C(=O)c2cc(-c3ccc(Cl)cc3)n(-c3ccccc3)c2C)CC1
  -6, -4, -9
COc1cc(CNc2ccc3ncc(-c4ccc(N(C)C)cc4)n3n2)cc(OC)c1OC
  1, -5, 2

# Next section, starting with the last two of the part before.
# Every second line gives: mcGAS inh, NPYLR7 ag, hcGAS lum
CCCCNC(=O)N1CCN(C(=O)c2cc(-c3ccc(Cl)cc3)n(-c3ccccc3)c2C)CC1
  -6, -4, -9
COc1cc(CNc2ccc3ncc(-c4ccc(N(C)C)cc4)n3n2)cc(OC)c1OC
  1, -5, 2
O=C1CN(CCCc2ccccc2)C2CS(=O)(=O)CC2N1c1cccc(Cl)c1 (configuration not stated)
  nt, 3, -5
CC1=NN(Cc2ccc(Br)cc2)c2nc3c(c(=O)n(C)c(=O)n3C)n2C1
  -6, 0, -1
O=C(c1cc2ccccc2oc1=O)N1CCc2onc(-c3ccccc3)c2C1
  nt, 1, -8
Cc1ccc(-c2nsc(C(=O)N3CCN(C)CC3)c2N)cc1
  nt, -9, -1
CC1CC(C)CN(c2ncc3c(n2)CC(c2ccc(F)cc2)CC3=O)C1 (configuration not stated)
  nt, -3, -11
O=C(Cc1ccccc1)Nc1ccnn1C1CCN(C(=O)c2cscn2)CC1
  nt, 3&3, -7&0
Cc1cccc(Cn2ccn3nc(-c4ccc(C)c(C)c4)cc3c2=O)c1
  -8, -3, -4
O=C(c1ccc([N+](=O)[O-])cc1)N(Cc1cccnc1)c1nc2ccc(Br)cc2s1
  0, -23, 0
Cc1nn(-c2ccccc2)c(C)c1NC(C)C(=O)N1CCOCC1 (configuration not stated)
  -7, 13, -14
Cc1cc(-n2c(C)cn(CN3CCN(c4cccc(Cl)c4)CC3)c2=O)no1
  nt, 8, -9
CCOC(=O)c1c(C)[nH]c(C)c1C(=O)CSc1n[nH]c(N)n1
  -5, 8, -6
CCOc1ccccc1CN1CCCn2cccc2C1c1cc(C)ccc1C (configuration not stated)
  -5, 0, -5
COc1ccc(COCC(O)Cn2c(C)nc3ccccc3c2=O)cc1 (configuration not stated)
  nt, 5, -5
CCOP(=O)(Cc1ccc(NC(=O)c2ccc(SC)cc2-c2cccc(F)c2)cc1)OCC
  -4, -4, -4
CC1=C(C(=O)OC2CCCCC2)C(c2ccc(C)o2)C2=C(CC(c3ccccc3)CC2=O)N1 (configuration not stated)
  -6, -4, -2
CCOC(=O)c1cnc2c(C(=O)OC)c[nH]n2c1=O
  nt, 2, -2
O=C(Nc1nnc(SCc2cc(F)cc(F)c2)s1)c1cccc(F)c1
  -2, nt, 3
CCOCCn1c(=O)c2c(nc3n(-c4cc(OC)ccc4OC)c(C)cn23)n(C)c1=O
  nt, 4, -6
Cc1ncsc1CCNC(=O)CCN1C[C@@H](C)O[C@@H](C)C1
  -3, nt, -2
Cc1ccc(C(O)=C2C(=O)C(=O)N(CCCN3CCOCC3)C2c2cccc(Br)c2)cc1 (configuration not stated)
  -3, -1, -2

# Part of the list above, reformatted:
Molecule	mcGAS inh	NPYLR7 ag	hcGAS lum
Cc1nn(-c2ccccc2)c(C)c1NC(C)C(=O)N1CCOCC1 (configuration not stated)	-7	13	-14
Cc1cc(-n2c(C)cn(CN3CCN(c4cccc(Cl)c4)CC3)c2=O)no1	nt	8	-9
CCOC(=O)c1c(C)[nH]c(C)c1C(=O)CSc1n[nH]c(N)n1	-5	8	-6
CCOc1ccccc1CN1CCCn2cccc2C1c1cc(C)ccc1C (configuration not stated)	-5	0	-5
COc1ccc(COCC(O)Cn2c(C)nc3ccccc3c2=O)cc1 (configuration not stated)	nt	5	-5

# More compounds follow:
# Every second line gives: mcGAS inh, NPYLR7 ag, hcGAS lum
OC(c1ccccc1)C(O)(C#Cc1ccccc1)C#Cc1ccccc1 (configuration not stated)
  nt, -7, -8
Cc1ccn2c(=O)cc(COC(=O)c3sc4nc(C)cc(C)c4c3N)nc2c1
  nt, 6, -10
CC(Sc1nncn1-c1ccccc1F)C(=O)NC1(C#N)CCCCC1 (configuration not stated)
  -16, 4, -7
COC(=O)C1=C(SCc2ccccn2)SC(=C2C(=O)CC(c3ccco3)CC2=O)S1 (configuration not stated)
  nt, -2, 2
COc1ccc(CNC(=O)c2ccc(-c3cccc(C(F)(F)F)c3)s2)c(OC)c1
  2, 5, -1
Cc1cc[n+]2c3c(cccc13)CCC2
  nt, 4, -3
COc1ccccc1-c1ccc(/C=C2\N=C(c3ccccc3)OC2=O)o1
  -6, -6, -8
Cc1ccn2c(=O)c(C(=O)NCc3cccnc3)c(O)nc2c1
  -7, -3, -4
Cc1cccc(C(=O)Nc2ccc(CS(C)(=O)=O)c(F)c2)c1C
  nt, -19, -12
CC(C)CN(CC(=O)N(Cc1cccn1Cc1ccccc1Cl)C1CCCCC1)C(=O)C(C)C
  -5, -5, -6
Cc1ccccc1OCC1=NN2C(=N)/C(=C/c3ccc(N(C)C)cc3)C(=O)N=C2S1
  nt, 0, 3
COc1cc2c(cc1OC)C(=O)N(C)C(c1ccccc1)N2 (configuration not stated)
  0, -5, -2
COc1ccc(C)cc1NC(=O)Cc1c(C)noc1C
  nt, -14, -10
CCCn1cnnc1CNC(=O)c1cc(NC(C)=O)ccc1Cl
  -17, 26, -4
Cc1ccnc(SCc2cc(=O)c(OC(=O)c3ccc(Cl)c([N+](=O)[O-])c3)co2)n1
  -5, -12, -3
CC(C)C(O)CN(Cc1cccn1Cc1ccccc1)CC1CCCCC1 (configuration not stated)
  -6, 5, -4
Cc1ccc(NC(=O)c2csc(-c3cnccn3)n2)cc1C(F)(F)F
  nt, 9, -6
Cc1cc(C(F)(F)F)c(C#N)c(SCC(=O)c2ccc([N+](=O)[O-])cc2)n1
  -5, -7, -6
CS(=O)(=O)N1CCCN(Cc2cc3n(n2)CCCNC3)CC1
  nt, 11, 1
Cc1ccc(/C=C/C2=NC(=C\c3ccco3)/C(=O)O2)cc1
  nt, 1, -5
CNc1nc(NCc2ccccc2)c2sccc2n1
  nt, 8, -7
Cn1ncc2c(=O)[nH]c(CN3CCOC(CCCc4ccccc4)C3)nc21 (configuration not stated)
  -9, nt, -4
COc1cccc(NC(=O)NCCS(=O)(=O)c2c(C)n(C)c3ccccc23)c1OC
  nt, 0, 4
O=C(NC1CCS(=O)(=O)CC1)c1ccc2ccc(Cl)cc2n1
  nt, 3, -5
Cc1cc2cc(CNC(=O)NC3CCCCC3)ccc2n1C
  nt, 8, -1
CN(C/C=C/c1ccco1)Cc1n[nH]c2c1CCCCC2
  nt, -2, -6
CN1CCC(Cc2noc([C@]34CC[C@](C)([C@@H](O)C3)C4(C)C)n2)CC1
  nt, 3, -7
Cc1ccc(N2C(=O)C3C4C=CC(C4)C3C2=O)cc1Cl (configuration not stated)
  -6, 3, -6
Nc1cc(-c2ccc3c(c2)CCCC3)nn1-c1ccccc1
  -17, -1, -7
NC(=O)Cc1csc(N)n1
  nt, 9, -2
COc1ccc(C(=O)N2CCSC23CCN(C(=O)Nc2ccccc2OC)CC3)cc1
  1, -6, 1
COC(=O)CCCc1c(-c2ccccn2)[nH]c2ccccc12
  nt, 9, -5
COc1ccc2c(-c3cccnc3)cc(=S)[nH]c2c1
  nt, 2, -4
Cc1cc(C(C)(C)C)nc(C(C)(C)C)c1
  nt, -7, -10
COc1cccc(C(=O)N(CC(=O)N2CCc3sccc3C2COc2ccccc2C)CC2CCCO2)c1 (configuration not stated)
  0, -7, 0
O=C1NC(=S)NC(=O)C1=CN1CCCc2ccccc21
  -2, 5, 1
CC(C)CCN(Cc1cccs1)CC(O)COCc1ccccc1 (configuration not stated)
  -1, 2, 0
O=C(Nc1cccc(C2SCC(=O)N2c2ccc(C(F)(F)F)cc2)c1)c1ccco1 (configuration not stated)
  -3, 4, -2
O=C(C1CCC1)N1CCOC(Cc2cccc(F)c2)C1 (configuration not stated)
  nt, 8, -12
O=C(CSc1nc2ccccc2[nH]1)N/N=C\c1ccccn1
  -1, 2, -4
Cc1ccc(S(=O)(=O)NC(=O)C2(C)CCN2C(=O)C2CC2)cc1 (configuration not stated)
  nt, 2, -10
